# Source: PubChem
# ROMK mod: human ROMK K+ channel modulation, primary screen; actives 2% (n = 130,000); Tet-inducible ROMK, thallium flux fluorescence; actives lie on both sides; B-score at 10 µM; AID 1918; P48048;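 active = signal ratio slope over the read window, or its plate-corrected B-score, at least 3 SD from the plate mean, either direction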;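 note: B-score of the F/F0 ratio slope over 7 to 12 s after thallium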
# Target sequence (P48048 whole entry, looked up): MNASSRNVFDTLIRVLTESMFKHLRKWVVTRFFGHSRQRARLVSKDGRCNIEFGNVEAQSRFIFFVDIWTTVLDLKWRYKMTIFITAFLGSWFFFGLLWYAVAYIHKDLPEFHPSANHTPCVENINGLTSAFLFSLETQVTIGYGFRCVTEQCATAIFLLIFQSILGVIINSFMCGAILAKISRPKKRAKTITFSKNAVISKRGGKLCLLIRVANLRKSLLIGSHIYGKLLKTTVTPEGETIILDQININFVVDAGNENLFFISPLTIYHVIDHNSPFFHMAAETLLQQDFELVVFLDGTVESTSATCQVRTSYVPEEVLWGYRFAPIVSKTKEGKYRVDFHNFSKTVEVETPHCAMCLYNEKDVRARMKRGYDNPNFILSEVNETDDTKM
# PPARg SRC-3 ag: PPARgamma-driven SRC-3 recruitment agonism; actives 0.26% (n = 200,000); activation, % at 8 µM; biochemical PPARgamma/SRC-3 coactivator recruitment assay; in the data active = activation above about 23%;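 note: 0% = DMSO and 100% = reference agonist; some compounds past the cut are filed as inactive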
# S1P3 antagonist: blocks the human S1P3 receptor; Q99500; AID 485; actives 0.27% (n = 170,000); CHO S1P3 NFAT-BLA reporter, FRET fluorescence, antagonist mode; inhibition, % at 4.98 µM;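 active = inhibition above the plate cutoff, the mean inhibition of test wells on that plate plus 3 SD, cut at about 28% in these data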;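 note: cells challenged with S1P at its EC80 of 0.8 µM; blue over green emission ratio from cleaved BLA substrate after 4 h stimulation; 0% = S1P-stimulated wells and 100% = unstimulated DMSO-only wells; some compounds past the cut are filed as inactive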
# Target sequence (Q99500 whole entry, looked up): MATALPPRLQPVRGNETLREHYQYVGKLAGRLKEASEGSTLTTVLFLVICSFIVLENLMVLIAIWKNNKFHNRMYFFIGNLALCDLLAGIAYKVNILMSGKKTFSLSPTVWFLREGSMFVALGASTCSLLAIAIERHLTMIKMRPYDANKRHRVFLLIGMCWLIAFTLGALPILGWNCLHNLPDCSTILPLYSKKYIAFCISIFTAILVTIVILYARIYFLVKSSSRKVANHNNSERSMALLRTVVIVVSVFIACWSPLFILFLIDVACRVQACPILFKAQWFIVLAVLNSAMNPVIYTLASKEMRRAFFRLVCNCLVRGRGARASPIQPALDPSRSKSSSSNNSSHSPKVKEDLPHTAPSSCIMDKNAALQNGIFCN
# PPARg SRC2 recr: PPARgamma-driven SRC-2 recruitment agonism. P37231. PPARgamma LBD-SRC-2 recruitment, biochemical. activation, % at 8 µM. actives 0.34% (n = 200,000); in the data active = activation above about 22%;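 note: 0% = vehicle and 100% = reference agonist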
# STAT3 blocker: reduces IL-6 driven STAT3 reporter signal; U3A cells, IL-6 STAT3-luciferase reporter, luminescence; host cell line lacks STAT1; inhibition, % at 5.5 µM; actives 0.89% (n = 190,000); AID 862;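 active = inhibition above the mean inhibition across all screened compounds plus 3 SD, cut at about 44% in these data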;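 note: 0% = DMSO only wells and 100% = 100 µM nifuroxazide control wells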
# SRC2 TRFRET art: TR-FRET artefact, counter-screen to PPARgamma/SRC-2 agonist assay; stronger effect = higher value; TR-FRET ratio at 8 µM; actives 0.4% (n = 200,000); AID 1049; in the data active = TR-FRET ratio above about 2000; note: inactives centre near 1500
# STAT3 activator: STAT3 signaling activation; U3A cells, IL-6 STAT3-luciferase reporter, luminescence; 100% = signal with IL-6 EC80 alone; activation (% of control), % at 5.6 µM; actives 0.91% (n = 190,000);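 active = activation above the screen-wide mean of compound activation plus 3 SD, cut at about 130% in these data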;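 note: 0% = background luminescence of wells with medium and substrate only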
#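 Material: STAT1-lacking human U3A cells, STAT3 luciferase reporter | Benchmarks: IL-6-only wells as 100% reference | Probe or stimulus: IL-6 (33 ng/mL) | Timing: Compound 1 h, then IL-6 6 h at 37 °C | Detection: Luminescence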
# TLR4-MyD88 BLA: TLR4-MyD88 interaction inhibition in cells. O00206+Q99836. HeLa CL3-4 TLR4/MyD88 BLA complementation, FRET ratio. inhibition, % at 8.4 µM. actives 0.18% (n = 200,000). AID 861; in the data active = inhibition above about 25%;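 note: 0% = vehicle and 100% = reference inhibitor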
# RAM inhibit: yeast RAM network inhibition | actives 1.8% (n = 190,000) | AID 868 | S. cerevisiae dse1pr::URA3 reporter, 5-FOA growth OD615, 2 d; analog-sensitive cbk1-as2 kinase mutant strain | inhibition, % at 50 µM;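 active = inhibition above a set limit, 3 SD over mean compound inhibition, cut at about 8.4% in these data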;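 note: 0% = DMSO-only wells with no growth and 100% = 10 µM 1-NA-PP1 full growth; inhibition rescues growth on 5-FOA so higher OD means more RAM inhibition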
# PPARg SRC1 recr: promotes SRC-1 coactivator recruitment by human PPARgamma; P37231; PPARgamma-SRC-1 coactivator recruitment biochemical assay; activation, % at 8 µM; actives 0.41% (n = 200,000); AID 631; in the data active = activation above about 19%;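 note: 0% = DMSO and 100% = reference agonist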
# STAT1 inh: inhibitors of IFN-gamma induced STAT1 signaling; NIH 3T3 STAT1-luciferase reporter, luminescence; inhibition, % at 5.5 µM; actives 0.35% (n = 200,000);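 active = inhibition above a set limit, the mean inhibition across all tested compounds plus 3 SD, cut at about 34% in these data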;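 note: 0% = IFN-gamma with DMSO and 100% = IFN-gamma with 300 µM nifuroxazide; values of inactives mirror those of a sister screen read the other way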
# * = called active by the depositor; . = no result given. Rows are unselected. Share with any hit: about 5.6%.
# Below each compound – PPARg SRC-3 ag	STAT3 blocker	RAM inhibit	TLR4-MyD88 BLA	ROMK mod	PPARg SRC2 recr	S1P3 antagonist	STAT3 activator	STAT1 inh	SRC2 TRFRET art	PPARg SRC1 recr
O=S(=O)(NC1CCCC1)c1ccc(S(=O)(=O)N(Cc2cccs2)CC2CCCO2)cc1 (configuration not stated)
→ -10	-3	9.6*	3	-3.1*	-10	24	104	8	1546	5
Brc1cc2c(cc1/C=N/Nc1nc(N3CCCC3)nc(N3CCOCC3)n1)OCO2
→ 0	2	0.0	8	.	2	.	100	-3	1470	-2
O=C(Cn1ncc2c1-c1ccccc1OC2)Nc1ccc(Cl)cn1
→ -2	18	1.9	4	.	-4	-9	89	0	1476	-2
CC(C)NC(=O)Cn1cc(C(=O)COc2ccccc2)c2ccccc21
→ -2	-9	4.7	0	0.32	10	-9	110	5	1470	-1
CC1CN(C(=O)c2ccc(COc3ccc(C(C)C)cc3)o2)CC(C)O1 (configuration not stated)
→ 6	-28	4.2	-12	-0.53	8	-11	133*	-33	1750	6
COc1ccccc1NS(=O)(=O)c1ccc(C(=O)OCC(=O)NCc2ccco2)cc1
→ 12	7	3.4	-2	.	-13	-21	101	1	1464	-5
CCOC(=O)N1CCN(C(=O)CN(c2cc(Cl)ccc2OC)S(=O)(=O)c2ccccc2)CC1
→ 14	-6	2.1	0	-0.63	5	-57	106	-6	1359	4
COc1ccc(CN2CCN(C(=O)c3cccc(OC)c3OC)CC2)cc1OC
→ -3	17	-1.0	10	0.26	-10	-4	90	8	1473	0
Cc1ccc(SCC(=O)Nc2cccc(-c3nnc(-c4ccco4)o3)c2)cc1
→ -1	5	2.4	0	.	3	.	100	-38	1588	-11
COC(=O)c1cc(NC(=O)N2c3ccccc3Sc3ccccc32)cc(C(=O)OC)c1
→ -2	-3	9.8*	12	.	-6	.	107	14	1569	-7
Cc1ccc(C(C[N+](=O)[O-])c2c(-c3ccccc3O)[nH][nH]c2=O)cc1 (configuration not stated)
→ 2	-13	-0.1	-5	-1.5	2	15	113	-14	1394	0
COc1ccc(-n2c(C)cc(C(=O)CN3C(=O)NC4(CCCc5sccc54)C3=O)c2C)cc1 (configuration not stated)
→ 0	-4	2.5	7	-0.62	2	-4	105	-1	1480	1
COc1ccccc1N(CC(O)COc1ccccc1C)S(=O)(=O)c1ccccc1 (configuration not stated)
→ 3	-5	9.7*	-1	0.11	6	11	102	-7	1749	4
CCN(CC)C(=O)CCCOc1ccc(Cl)cc1Cl
→ -7	3	0.3	1	.	-7	-15	101	-21	1431	14
NC(=O)c1ncc(C(F)(F)F)cc1Cl
→ 0	-8	2.0	0	0.03	-8	-14	109	-4	1552	2
CCN1C(=O)C(CC(=O)Nc2ccc(OC)cc2)N(CCc2ccccc2)C1=S (configuration not stated)
→ -1	1	2.5	-6	-0.46	7	3	104	11	1601	6
O=C(NC(Cc1c[nH]c2ccccc12)C(=O)NCCCN1CCOCC1)c1cccs1 (configuration not stated)
→ 2	-4	3.2	-1	-1.3	1	2	109	5	1611	4
O=P(O)(COc1ccccc1)COc1ccccc1
→ 4	-5	-0.8	4	.	7	-25	107	-3	1537	8
O=C(CC1C(=O)NCCN1Cc1ccc(-c2ccccc2)cc1)NCC1CC1 (configuration not stated)
→ 5	2	0.1	0	0.027	2	1	104	6	1604	2
COc1cccc(C(=O)N(CN2CCCC2=O)c2cccc(Cl)c2)c1OC
→ -2	5	4.4	-2	-0.63	7	-1	100	10	1422	4
CCc1cccc(OCCN2CCCC2)c1
→ -3	8	-0.1	-2	0.26	-2	-3	100	-5	1445	5
Cc1cc(C(=O)Nc2sc(C)c(C)c2C#N)no1
→ 7	-6	0.3	9	1	6	-12	107	-18	1543	5
CC(C)(Oc1ccc(Cl)cc1)C(=O)NCCN1C(=O)S/C(=C/c2cccnc2)C1=O
→ -2	4	2.0	1	-1.5	6	-20	98	1	1442	2
Cc1ccc(S(=O)(=O)N(CC(=O)N2CCCCCC2)c2ccccc2)cc1
→ -2	2	3.2	-1	-2	0	.	104	-3	1774	4
CC1CC(C)CN(C(=O)c2cccc(S(=O)(=O)Nc3cc(C(F)(F)F)ccc3Cl)c2)C1 (configuration not stated)
→ -6	6	4.9	-8	-0.89	-1	-23	96	5	1481	7
N#C/C(=C\Nc1ccccc1SC(F)(F)F)c1nc(-c2ccc(Cl)cc2)cs1
→ 5	-7	5.2	-4	.	14	6	105	8	1649	9
Cc1cc2ccccc2c(=O)n1CC(=O)N1CCN(c2cccc(Cl)c2)CC1
→ -7	8	5.5	0	.	-10	11	96	-5	1477	-2
O=C(NC(=S)NCC1CCCO1)c1ccccc1 (configuration not stated)
→ 5	3	0.3	8	0.24	-1	-8	98	-17	1581	0
Cc1ccc(CNS(=O)(=O)c2ccccc2[N+](=O)[O-])cc1
→ 2	7	-0.5	-8	0.22	0	-17	99	-2	1715	1
C=CCn1c(NC(C)c2cc(Cl)ccc2O)nc2ccccc21 (configuration not stated)
→ 28*	9	0.2	10	.	27*	-22	100	10	1650	41*
CCOC(=O)c1ccccc1NS(=O)(=O)c1ccccc1F
→ -2	5	1.8	-11	.	6	1	99	0	1334	5
CCn1c(SCC(=O)Nc2nc(C)c(C)s2)nnc1-c1ccco1
→ 4	17	4.6	-1	.	3	-48	93	-2	1573	11
CC(=O)C1=C(O)C(=O)N(c2ccc(O)cc2)C1c1ccc([N+](=O)[O-])cc1 (configuration not stated)
→ -3	4	-0.8	-3	0.93	-8	-4	102	2	1497	-2
O=Nc1c(O)n(Cc2ccc(Cl)cc2Cl)c2ccccc12
→ 8	2	-0.7	0	.	8	.	99	3	1606	5
C=CCSc1nc(NC)c2sccc2n1
→ -9	14	0.3	-5	.	4	.	97	7	1590	-5
O=C(NNC(=O)c1ccc(SCC2CCCO2)c([N+](=O)[O-])c1)c1ccc(Cl)c([N+](=O)[O-])c1 (configuration not stated)
→ -6	1	1.2	-2	-0.13	-1	.	104	3	1252	4
O=C(COC(=O)c1ccc(Cl)c([N+](=O)[O-])c1)Nc1ccccc1OC(F)F
→ 2	-12	2.1	-10	-0.51	3	-3	108	5	1658	8
N#Cc1ccccc1OCCN1C(=O)c2ccccc2C1=O
→ -12	0	-0.7	14	.	9	7	103	-24	1547	4
CCOC(=O)Nc1cc2c(cc1C(C)=O)OCO2
→ -8	12	1.2	2	.	-4	-10	90	2	1468	4
CCOC(=O)c1cccc(N2C(=O)c3ccccc3S2(=O)=O)c1
→ 10	6	-1.4	-8	-0.58	3	-4	97	-4	1564	1
CCN(CC)S(=O)(=O)c1cc(C(=O)OCC(=O)c2ccc3c(c2)NC(=O)CO3)ccc1F
→ 0	18	0.8	-11	-0.43	6	.	90	0	1459	4
CN(C)S(=O)(=O)c1ccc(C(=O)NCc2ccccn2)cc1
→ 1	-14	0.5	1	0.38	-3	-7	113	-10	1453	9
O=C(O)Cc1coc2cc3c(cc12)CCC3
→ 1	11	0.4	-13	0.29	8	5	97	3	1674	-2
CCc1ccc(CNC(=O)C2CCCN(c3nc4ccccc4o3)C2)cc1 (configuration not stated)
→ 12	12	1.1	-2	.	13	.	96	0	1688	5
O=C(Nc1ccc2nc3ccccc3nc2c1)c1ccccc1
→ 0	26	2.5	3	.	13	21	79	-100	1707	7
COc1ccc(NS(=O)(=O)c2ccc(NC(=S)NC(=O)C(C)C)cc2)cc1
→ 3	11	0.3	-2	.	7	.	98	4	1587	10
O=C(c1cc2nc(-c3ccco3)cc(C(F)(F)F)n2n1)N1CCN(c2ccc(F)cc2)CC1
→ 2	4	1.8	3	.	14	-43	100	5	1642	9
Cc1ccc(C(C#N)c2ccc3c(C(F)(F)F)cc(C(F)(F)F)nc3n2)cc1 (configuration not stated)
→ -5	14	5.1	0	.	-7	.	92	1	1389	4
Cc1[nH]c2ccccc2c1C(=O)CSc1nc2ccccc2[nH]1
→ -3	18	3.4	-10	0.8	2	.	91	-17	1462	7
Cc1nnc(OCC(=O)NCCC2=CCCCC2)c2ccccc12
→ -7	-5	6.0	10	1.5	-4	.	104	5	1468	-4

# Later entries.
# Below each compound – PPARg SRC-3 ag	STAT3 blocker	RAM inhibit	TLR4-MyD88 BLA	ROMK mod	PPARg SRC2 recr	S1P3 antagonist	STAT3 activator	STAT1 inh	SRC2 TRFRET art	PPARg SRC1 recr
CCOc1cc(/C=C\[N+](=O)[O-])ccc1OCC(=O)N1CCOCC1
→ 5	3	-1.1	12	-5.6*	4	10	104	-4	1694	-4
C/C(CC(=O)Nc1ccc(C)c(Cl)c1)=N\NC(=O)Cc1ccccc1
→ -2	-15	0.8	2	-0.54	-3	-8	110	5	1490	0
O=C(CN1CC(=O)Oc2ccccc21)NCc1ccco1
→ -4	2	0.6	-6	.	-5	6	107	-1	1642	2
c1ccc(C(Cc2nc(-c3ccncc3)no2)c2ccccc2)cc1
→ -17	65*	1.4	6	-1.5	11	24	48	-15	1664	0
O=C(Nc1ccccc1C(=O)N1CCNCC1)c1ccco1
→ -7	2	0.0	-7	0.29	5	.	101	-3	1611	9
CCc1ccc(NC(=S)N2CCCC(C(F)(F)F)C2)cc1 (configuration not stated)
→ 0	18	1.8	-3	0.15	-8	-15	91	1	1590	-4
CCCCn1c(SCC(N)=O)nnc1-c1cc(OC)c(OC)c(OC)c1
→ -2	8	1.7	-6	.	-1	-23	96	1	1526	2
OC(CN1C2=NCCN2c2ccccc21)c1ccccc1 (configuration not stated)
→ 1	3	1.5	0	-0.42	1	-5	100	-1	1520	1
CCOc1ccc2ccccc2c1/C=N/NC(=O)CNC(=O)C(c1ccccc1)c1ccccc1
→ 1	-8	1.6	-5	-0.29	5	5	105	6	1644	3
CSC(=NC#N)N1CCN(c2ccc([N+](=O)[O-])cc2)CC1
→ 1	8	2.1	-1	-1.4	2	-18	102	13	1404	4
CN1c2ccccc2C(O)=C(C(=S)Nc2ccc(F)c(Cl)c2)S1(=O)=O
→ -8	-4	6.5	-6	.	3	.	105	5	1357	-8
O=S(=O)(Nc1cc(Cl)ccn1)c1ccc(Cl)cc1
→ 14	8	-1.1	-13	.	6	.	95	5	1599	9
Cc1cc(Oc2ccccc2)nc(SCC(=O)Nc2ccccc2)n1
→ -4	4	0.8	8	-0.39	8	.	95	9	1467	7
O=C(c1cc(COc2ccc(F)cc2Cl)on1)N1CCCC(c2ccccc2)C1 (configuration not stated)
→ 1	-2	13*	-1	-0.94	1	-4	104	-1	1440	6
CCCOP(=O)(OCCC)c1nc(-c2ccccc2)oc1NCc1ccccc1
→ 2	0	2.3	-14	-0.055	2	-11	104	4	1514	-1
